# From PubChem BioAssay
# SUMO Mot1 rescue = inhibitors of SUMOylation pathway: yeast Mot1-301 growth rescue; growth rescue, % at 18.8 µM; S. cerevisiae Mot1-301 growth rescue, ATP luminescence, 38.5C; percent above DMSO median, 100 means doubled; AID 2716; 320,000 compounds, 1% hits;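 active = every valid replicate shows activation above 250% relative to neutral control wells; inactive = the rest, any valid replicate at or below 250%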;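 note: OY570 slx delta 5 strain wells were the positive control but not used for scaling; some compounds called inactive have numbers as strong as hits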
# SR-BI DiI inh = inhibitors of mouse SR-BI mediated HDL lipid uptake | Q61009 | ldlA[mSR-BI] CHO cells, DiI-HDL uptake fluorescence, 3 h | inhibition, % at 12.5 µM | 320,000 compounds, 0.96% hits;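 active = mean replicate inhibition of at least 70% and a set share of replicates each scoring 70 or more; inconclusive = meets just one of the two criteria; inactive = fails both criteria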;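 note: 0% = median of neutral control wells and 100% = median of positive control wells; values of inactives mirror those of a sister screen read the other way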
# CDK5 inh = inhibitors of human CDK5/p35 kinase. Q00535+Q15078. Recombinant CDK5/p35, ADP-Glo luminescence, 60 min. inhibition, % at 10 µM. 330,000 compounds, 0.01% hits;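 active = highest replicate inhibition of at least 50% and at least 75% of replicates reaching 50%; inconclusive = only one of the two criteria met; inactive = both criteria failed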;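 note: plate controls were DMSO neutral control for no effect and GW8510 at 10 µM for full effect; many of its hits are not listed in these tables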
# dFosB activator = mouse delta FosB homodimer activation; purified delta FosB, TAMRA-CDK5 oligo fluorescence polarization; percent of positive-control signal above neutral wells; activation, % at 25 µM; 340,000 compounds, 0.99% hits; AID 493131;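 active = mean activation above about 17%, with every replicate also reaching it, limit read from the data, passing the limit was not always enough; inconclusive = only one of the two conditions met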;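 note: fluorescence polarization rise as delta FosB binds a TAMRA Cdk5 AP-1 oligo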
# Arr AP2 block = human beta-arrestin and AP2 interaction inhibition; FITC-arrestin peptide / GST-AP2 beads, flow cytometry; AP2 beta2 appendage carries R879A mutation; AID 504490; 340,000 compounds, 0.31% hits; inhibition, % at 10 µM;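 active = inhibition above a set limit, near 3 SD of compounds lacking own fluorescence, cut at about 54% in these data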;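 note: plate controls were DMSO wells for no effect and 5 µM unlabelled arrestin peptide for full effect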
#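 System: GST-AP2 R879A glutathione beads. Medium: PBS with 0.05% Tween 20 and 0.1% BSA. Also added: FITC-arrestin peptide, 50 nM. Incubation: 12 min plus 1 h, RT. Measured by: high-throughput flow cytometry of beads, ex 488, em 535 nm. Evaluation: percent drop in bead-associated FITC signal.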
# MITF TRPM1 HTS = increases MITF-driven TRPM1 promoter luciferase signal; SK-MEL-5 TRPM1-promoter luciferase, 24 h; % of positive control, neutral wells = 0; activation, % at 12.5 µM; AID 588334; 300,000 compounds, 0.75% hits;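 active = mean activation of at least 80% with every replicate also reaching 80%; inconclusive = mean reaches 80% but some replicate falls short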;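 note: 0% = neutral control wells and 100% = parthenolide positive control wells; values of inactives mirror those of a sister screen read the other way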
# NSD2 HMT inh = NSD2 (human) methyltransferase inhibition; AID 743445; O96028; 310,000 compounds, 0.54% hits; inhibition, % at 12.5 µM; NSD2 peptide methylation, AlphaScreen, 120 min; in the data active = inhibition above about 50%
# DSG3 Ab inh = human desmoglein-3 autoantibody binding inhibition. binding (percent of control), % at 10 µM. AID 588358. 310,000 compounds, 0.48% hits. DSG3-coupled beads, scFv-anti-DSG3-GFP binding, flow cytometry; hits give low values;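 active = binding more than 3 SD below its plate's average and above zero; inconclusive = below that plate limit but binding exactly zero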;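 note: hits lower antibody fragment binding to DSG3; some compounds called inactive have numbers as strong as hits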
# SR-BI DiI-HDL act = SR-BI HDL lipid transfer activation. CHO ldlA[mSR-BI] cells, DiI-HDL uptake fluorescence, 3 h; 100 = double the neutral-control signal. 320,000 compounds, 0.096% hits. activation, % at 12.5 µM;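 active = mean replicate activation of at least 60% and every replicate at or above 60%; inconclusive = mean or all-replicate condition met, but not both; inactive = mean below 60% and not all replicates reaching 60%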;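 note: 0% = median plate neutral-control signal and 100% = twice that signal; values of inactives mirror those of a sister screen read the other way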
#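 System: LDL receptor-deficient CHO ldlA cells overexpressing murine SR-BI | Timing: 3 h uptake period with compound, 37 °C | Medium: HEPES-buffered (25 mM, pH 7.4) F12 plus 0.5% BSA | Dosing: Single-point compound dose | Signal: Bottom-read fluorescence, 550/595 nm | Read-out: Retained DiI signal reflecting DiI-HDL uptake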
# PKA-R1A act = PKA-R1A complex activation. PKA-R1A dissociation, Cy5-IP20 fluorescence polarization; scaled: DMSO 0%, 113 µM cGMP 100%. activation, % at 11.4 µM. 340,000 compounds, 0.083% hits;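 active = percent activation above the mean of all tested compounds plus 3 SD, cut at about 19% in these data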;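 note: higher means more PKAc released from R1A so a rise in polarization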
# PKA-R2B activ = activators of human PKA-R2B complex | P22694+P31323 | PKA-R2B holoenzyme dissociation, Cy5-IP20 fluorescence polarization; R2B truncated from residue 108, S112A mutant; 0% DMSO only, 100% 113 µM cGMP | activation, % at 11.4 µM | 340,000 compounds, 0.079% hits | AID 504700;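 active = activation above a cutoff set at the mean over all compounds plus 3 SD, cut at about 18% in these data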;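 note: higher means more holoenzyme dissociation and a rise in polarization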
# An asterisk follows results filed as active; ? = inconclusive; · = not tested or not shown. Rows were taken by chance (roughly 4.7% active in at least one column).
SUMO Mot1 rescue	SR-BI DiI inh	CDK5 inh	dFosB activator	Arr AP2 block	MITF TRPM1 HTS	NSD2 HMT inh	DSG3 Ab inh	SR-BI DiI-HDL act	PKA-R1A act	PKA-R2B activ	mol
2	·	-0.9	-5	24	-7	·	98	·	0	1	Cc1ccc(C(C(=O)NCc2ccc(F)cc2)N(Cc2ccco2)C(=O)c2snc(C(N)=O)c2N)o1 (configuration not stated)
-6	1	-1.7	3	-7	16	2	100	-1	·	·	O=C(O)CN1C(=O)/C(=C/c2ccsc2)SC1=S
-3	17	2.1	-6	14	2	-1	97	-17	-8	-2	NS(=O)(=O)c1ccc(NC(=S)NNC(=O)CCC(=O)Nc2ccccc2Cl)cc1
3	15	·	3	4	-4	-3	92	-15	-1	5	CSc1nc(-c2ccccc2)cc(C(F)(F)F)c1C#N
·	-23	0.6	0	2	20	0	101	23	7	1	O=C(COC(=O)c1ccc(F)cc1Cl)NCc1ccco1
2	-14	-0.8	3	-4	-2	1	109	14	-5	1	CCOC(=O)C1=C(C)N(C)C(=O)NC1c1c(C)nn(-c2ccccc2)c1C (configuration not stated)
8	-5	1.1	-6	-3	-13	-3	111	5	-3	4	Cc1ccc(OCc2nnc(SCC(=O)NCc3ccccc3)n2C)cc1
29	5	-3.2	5	7	-4	-5	103	-5	8	-1	CN(Cc1ccc(O)cc1)C1CCCCC1
26	26	0.4	-2	15	8	8	·	-26	10	5	CC(=O)Nc1ccc(NC(=O)c2cccc(C(=O)OC(C)C)n2)cc1
-11	-9	0.7	0	36	17	-3	110	9	3	6	Cc1cc2nccc(-c3ccncc3)n2n1
-2	20	-5.3	-3	-1	-4	-2	·	-20	-6	-4	Cc1ccc(S(=O)(=O)N2c3cc(C)ccc3OCC2C(C)(C)C)cc1 (configuration not stated)
5	37	0.2	-3	-8	·	3	105	-37	-13	-4	COc1cc(/C=C2\C(=N)N3N=C(C)SC3=NC2=O)cc(OC)c1OCCOc1ccccc1C
0	-10	1.5	-11	16	-83	·	95	10	-10	-3	COc1cccc(C(NC(C)=O)c2ccc3cccnc3c2O)c1 (configuration not stated)
-12	1	-4.0	-7	8	-6	0	103	-1	2	1	CCc1ccccc1NC(=O)NC1CC2CCC(C1)N2Cc1ccco1 (configuration not stated)
4	4	1.5	-6	6	-18	5	98	-4	-7	-1	Cn1c(C(=O)c2ccccc2[N+](=O)[O-])nc2ccccc21
154	·	1.2	7	27	-5	-1	97	·	5	-5	CCCCN(C)C(=S)Nc1ccsc1C(=O)OC
-18	-13	-1.1	7	0	-5	7	109	13	0	-1	Cc1oc(CSCC2CCCO2)cc1C(=O)O (configuration not stated)
1	1	0.2	1	30	5	2	100	-1	1	3	COc1ccc(C(=O)NC2CC2)cc1OC1CCN(Cc2ccccc2O)CC1
-4	-2	1.0	0	-10	-7	1	102	2	-3	-11	CCOc1ccccc1OCCC(=O)OCC(=O)Nc1c(C)cc(C)cc1C
4	·	-2.5	-5	-9	3	-6	·	·	-9	0	COc1cc(OC)c(OC)cc1CNCCNC(=O)c1ccco1
0	30	0.6	-13	-2	-9	2	110	-30	4	1	COc1ccc(C(=O)Oc2c(OC)cc(C(=S)N3CCOCC3)cc2OC)cc1
-10	2	-2.4	-6	3	-12	-1	128	-2	-11	-8	CCCCOc1ccc2c(c1)/C(=C(\C(Cl)=C(Cl)Cl)[N+](=O)[O-])N2
-10	9	0.1	-1	-4	0	2	103	-9	-1	10	CCn1c(SCC(=O)Nc2cc(C)on2)nnc1-c1ccc(C)cc1
10	-10	-1.2	11	-5	50	3	95	10	4	-9	Nc1nnc(SCCOc2cccc(Br)c2)s1
2	32	-0.3	-9	1	-4	-4	107	-32	3	-13	CCOC(=O)c1c(-c2ccccc2)oc2ccc(OC(C)=O)cc12
-3	-17	-0.7	-10	1	-14	-1	98	17	-9	-14	COc1ccc(-c2nn(C)c(=O)c3ccccc23)cc1NS(C)(=O)=O
85	-13	1.1	5	2	0	-2	95	13	-10	-6	Cc1ccc(CCN2CC(C(=O)NCCC(C)C)CC2=O)cc1 (configuration not stated)
6	-11	-1.2	-4	5	-5	0	102	11	7	2	CCN(CC)CC(C)OC(=O)c1cc(OC)c(OC)c(OC)c1 (configuration not stated)
6	-3	-1.0	8	33	10	10	102	3	-7	-2	O=C(NCCCN1CCCC1=O)C1CCN(S(=O)(=O)c2c(Cl)cccc2Cl)CC1
92	-17	-1.2	-11	10	-74	-1	102	17	-6	-11	CCCCC1CCC(C(=O)N(CC(C)C)c2c(N)n(CCCC)c(=O)[nH]c2=O)CC1 (configuration not stated)
7	-191	-6.6	11	-2	14	-5	·	?	-4	-6	N/C(=N\c1nc2ccccc2o1)NC(=O)/C=C/c1ccccc1
-11	-16	0.7	-2	3	0	6	104	16	9	-1	Cc1ccccc1S(=O)(=O)Cc1ccc(C(=O)NCCN(C)Cc2ccccc2)o1
7	-4	1.6	-2	13	-6	·	106	4	-3	-12	COc1cc(OC)cc(C(=O)N2CCN=C2SCc2cccnc2)c1
8	91*	1.3	2	0	·	3	120	-91	-5	-5	C/C(=C\C(=O)c1ccccc1)NNC(=O)c1ccc(Cl)cc1
11	-12	0.4	-8	12	5	0	86	12	-1	-2	Cc1cccc(N2Cc3ccccc3C2=NC(=O)c2ccc(Cl)nc2)c1
362*	18	1.2	-7	13	-10	-3	118	-19	0	-10	CCCCOc1ccc(C(=O)Nc2ccc(CN3CCOCC3)cc2)cc1
-12	4	-0.8	-6	·	-9	0	101	-4	-5	-3	O=C(COC(=O)c1ccccc1O)Nc1cccnc1Cl
6	-5	1.8	-9	15	-1	-6	107	5	4	0	CCC(C)(C)n1nnnc1C(c1ccncc1)N1CCC(C)CC1 (configuration not stated)
308	51	0.4	1	1	-1	-2	112	-51	6	1	CCn1cc(CCC(=O)NC2CCCC2)c2ccccc21
297	12	-1.4	-2	4	0	0	99	-12	-25	-18	CN(CC(=O)Nc1cccc(S(=O)(=O)NC2=NCCCCC2)c1)Cc1ccc(C(C)(C)C)cc1
-7	-31	-3.3	3	2	-5	0	129	31	-5	-13	CN(C)CCNC(=O)C(=O)NCC1OCCN1S(=O)(=O)c1ccc([N+](=O)[O-])cc1 (configuration not stated)
248	·	0.7	4	1	61	-5	117	·	8	-12	O=C(Nc1nc(-c2ccccc2)cs1)c1cccs1
1	-8	-0.5	8	-5	6	-6	103	8	0	11	CCC(C)NC(=O)CN(c1ccc(Cl)c(Cl)c1)S(C)(=O)=O (configuration not stated)
-1	72*	1.0	-20	7	5	0	101	-72	-18	-17	CCOC(=O)c1c(NC(=O)c2ccn(CC)n2)sc2c1CCCC2
0	-13	0.6	-4	-3	-8	-5	·	13	4	14	Cc1ccc(CNC(=O)C2CCN(S(=O)(=O)N3CCCC3)CC2)cc1

# Another view of eight compounds above:
molecule | SUMO Mot1 rescue | SR-BI DiI inh | CDK5 inh | dFosB activator | Arr AP2 block | MITF TRPM1 HTS | NSD2 HMT inh | DSG3 Ab inh | SR-BI DiI-HDL act | PKA-R1A act | PKA-R2B activ
Cc1cccc(N2Cc3ccccc3C2=NC(=O)c2ccc(Cl)nc2)c1 | 11 | -12 | 0.4 | -8 | 12 | 5 | 0 | 86 | 12 | -1 | -2
CCCCOc1ccc(C(=O)Nc2ccc(CN3CCOCC3)cc2)cc1 | 362* | 18 | 1.2 | -7 | 13 | -10 | -3 | 118 | -19 | 0 | -10
O=C(COC(=O)c1ccccc1O)Nc1cccnc1Cl | -12 | 4 | -0.8 | -6 | · | -9 | 0 | 101 | -4 | -5 | -3
CCC(C)(C)n1nnnc1C(c1ccncc1)N1CCC(C)CC1 (configuration not stated) | 6 | -5 | 1.8 | -9 | 15 | -1 | -6 | 107 | 5 | 4 | 0
CCn1cc(CCC(=O)NC2CCCC2)c2ccccc21 | 308 | 51 | 0.4 | 1 | 1 | -1 | -2 | 112 | -51 | 6 | 1
CN(CC(=O)Nc1cccc(S(=O)(=O)NC2=NCCCCC2)c1)Cc1ccc(C(C)(C)C)cc1 | 297 | 12 | -1.4 | -2 | 4 | 0 | 0 | 99 | -12 | -25 | -18
CN(C)CCNC(=O)C(=O)NCC1OCCN1S(=O)(=O)c1ccc([N+](=O)[O-])cc1 (configuration not stated) | -7 | -31 | -3.3 | 3 | 2 | -5 | 0 | 129 | 31 | -5 | -13
O=C(Nc1nc(-c2ccccc2)cs1)c1cccs1 | 248 | · | 0.7 | 4 | 1 | 61 | -5 | 117 | · | 8 | -12

# The list continues.
SUMO Mot1 rescue	SR-BI DiI inh	CDK5 inh	dFosB activator	Arr AP2 block	MITF TRPM1 HTS	NSD2 HMT inh	DSG3 Ab inh	SR-BI DiI-HDL act	PKA-R1A act	PKA-R2B activ	mol
37	-16	0.9	3	26	34	53*	·	16	7	-4	CN1CCC/C1=C/C=C1\SC(=S)NC1=O
-1	-11	0.5	0	11	24	0	93	11	1	0	COc1cc(C(=O)NC(=S)N2CCN(C)CC2)cc(OC)c1OC
·	-3	1.2	-1	3	2	-2	98	3	-5	1	CC(C)Oc1ccc2c(c1)OC(c1ccccc1)(C(F)(F)F)NC2=O (configuration not stated)
-17	-15	-0.1	-2	17	3	-5	102	15	-4	5	COc1ccc(S(=O)(=O)n2nc(OC(=O)c3ccccc3)cc2N)cc1
7	-2	0.8	-3	30	3	·	129	2	0	-4	O=C(NCc1cc(C(F)(F)F)ccc1Cl)c1cccc2c1C(=O)c1ccc(N3CCCCC3)cc1S2(=O)=O
-7	-30	0.7	2	44	4	0	130	30	3	-15	Cc1ccc2c(c1)C1CN(C)CCC1N2C(=O)c1ccccc1NS(=O)(=O)c1cccc(C(F)(F)F)c1 (configuration not stated)
1	2	0.9	-7	-18	14	-4	·	-2	1	-6	CN(CC(=O)Oc1ccc(-c2nnco2)cc1)S(=O)(=O)c1ccc(F)cc1
